LMPTP block = blocks human LMPTP phosphatase | P24666 | recombinant LMPTP-A, OMFP fluorogenic substrate, fluorescence intensity | inhibition, % at 20 µM | 0.22% of 360,000 active | AID 651560;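 active = compounds that cut the enzyme signal by at least half of the control window in the single-dose screen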;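 also: plate controls were DMSO wells with enzyme plus substrate for no effect and substrate without enzyme for full effect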
Target sequence (P24666 whole entry, looked up): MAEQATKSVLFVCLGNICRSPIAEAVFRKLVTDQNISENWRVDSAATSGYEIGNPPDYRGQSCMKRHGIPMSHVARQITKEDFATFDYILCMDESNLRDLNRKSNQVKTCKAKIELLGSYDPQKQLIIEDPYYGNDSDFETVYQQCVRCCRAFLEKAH
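Assay system: LMPTP-A enzyme. Input: 0.625 nM LMPTP-A final. Probe or stimulus: 400 µM OMFP. Compound dosing: single 20 µM dose. Schedule: 50 min dark incubation at room temperature. Detection: fluorescence intensity of OMFP turnover product. Read-out: percent inhibition versus substrate-only and uninhibited controls. Benchmarks: no-enzyme low control, uninhibited high control.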
NadD inh = inhibitors of Staphylococcus aureus NadD; 0.78% of 360,000 active; AID 602399; inhibition, % at 20 µM; purified NadD enzyme, colorimetric absorbance read-out; in the data active = inhibition above about 26%; also: some compounds past the cut are filed as inactive
Tb MetRS inh = Trypanosoma brucei MetRS inhibition; purified T. brucei MetRS, ATP depletion, Kinase-Glo luminescence; inhibition, % at 11.9 µM; 0.4% of 360,000 active;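 active = inhibition above a per-plate cutoff of the control wells' mean inhibition plus 3 SD, cut at about 5.5% in these data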;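 also: 0% = DMSO wells median and 100% = median of wells with control inhibitor compound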
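System: purified T. brucei MetRS enzyme / Detection: Kinase-Glo luciferase luminescence reporting remaining unconsumed ATP / Medium: HEPES buffer with MgCl2, KCl, DTT, spermine, BSA, pyrophosphatase / Replication: singlicate, one well per compound / Evaluation: percent inhibition relative to median high and low control wells / Schedule: 2 h aminoacylation at 25 °C after 15 min preincubation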
SUMO1-SIM PPI = alters human SUMO1 binding to SIM partners; SUMO1 binding to a labelled peptide, TR-FRET, 1 h; inhibition, % at 20 µM; 0.33% of 360,000 active; AID 602429; in the data active = inhibition above about 37%
Target sequence (P63165 whole entry, looked up): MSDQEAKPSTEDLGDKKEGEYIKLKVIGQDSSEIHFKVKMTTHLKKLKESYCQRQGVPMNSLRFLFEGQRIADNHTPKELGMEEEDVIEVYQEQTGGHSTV
CSN inh = inhibitors of human CSN-mediated cullin deneddylation | Purified CSN, SCF-Nedd8-OG deneddylation, fluorescence polarization | inhibition, % at 12.5 µM | 0.38% of 360,000 active | AID 651999;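 active = pattern-corrected inhibition above about 35%, with an unprinted fluorescence ratio check between 0.5 and 1.5, limit read from the data, passing the limit was not always enough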;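 also: 0% = enzyme with substrate and 100% = substrate without enzyme; some results filed as inactive read as strong as hits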
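Test system: purified human Csn5 enzyme expressed in HEK293T cells. Amount: 0.24 nM enzyme. Reagent: SCFSkp2-Nedd8OG substrate at 10 nM final. Schedule: 90 min incubation of compound, enzyme and substrate at room temperature. Detection: fluorescence polarization. Read-out: % inhibition of substrate cleavage by Csn5.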
MsrA inh = inhibits bovine methionine sulfoxide reductase A | purified bovine MsrA, absorbance read-out | inhibition, % at 15.5 µM | 0.75% of 360,000 active | AID 651718; in the data active = inhibition above about 4.5%;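 also: 0% = vehicle wells with enzyme and 100% = reference inhibitor wells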
DNMT1 block = inhibitors of human DNMT1 | P26358 | DNMT1 molecular beacon, Hinp1I cleavage, fluorescence | inhibition (reported as % activation of signal), % at 10 µM | 0.83% of 360,000 active; in the data active = inhibition above about 50%
Scp-1 inhibitor = blocks human Scp-1 phosphatase activity; inhibition, % at 20 µM; 0.88% of 340,000 active; AID 493091; Q9GZU7; Recombinant Scp1, phosphopeptide, malachite green phosphate absorbance;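 active = inhibition above about 50% at 20 µM, limit read from the data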;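 also: plate controls were DMSO wells with enzyme for no effect and wells lacking enzyme for full effect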
Target sequence (Q9GZU7 76-261 limits assumed): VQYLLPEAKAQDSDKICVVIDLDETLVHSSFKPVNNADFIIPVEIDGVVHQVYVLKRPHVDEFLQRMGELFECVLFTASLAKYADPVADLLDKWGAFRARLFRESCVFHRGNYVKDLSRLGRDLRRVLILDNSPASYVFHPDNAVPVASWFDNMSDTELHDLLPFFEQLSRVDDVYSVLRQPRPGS
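Material – SCP-1 phosphatase catalytic domain, residues 76-261 · Buffer or medium – Acidic Tris acetate buffer with magnesium and detergent · Also added – Phospho 17-mer peptide substrate · Compound – single 20 µM dose, 1% DMSO · Times – 45 min room-temperature reaction, 5 min colour, 30 min stabiliser · Technique – Phosphate-binding colour reagent, absorbance read at 630 nm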
Rpn11 block = inhibitors of human proteasome Rpn11; human 26S proteasome, Ub4-pepOG fluorescence polarization; 20S core pre-blocked with epoxomicin; calls only at 20 µM; 0.59% of 360,000 active;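 active = inhibition at 20 µM, scaled to each plate's controls, above about 33%, limit read from the data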
Target sequence (O00487 whole entry, looked up): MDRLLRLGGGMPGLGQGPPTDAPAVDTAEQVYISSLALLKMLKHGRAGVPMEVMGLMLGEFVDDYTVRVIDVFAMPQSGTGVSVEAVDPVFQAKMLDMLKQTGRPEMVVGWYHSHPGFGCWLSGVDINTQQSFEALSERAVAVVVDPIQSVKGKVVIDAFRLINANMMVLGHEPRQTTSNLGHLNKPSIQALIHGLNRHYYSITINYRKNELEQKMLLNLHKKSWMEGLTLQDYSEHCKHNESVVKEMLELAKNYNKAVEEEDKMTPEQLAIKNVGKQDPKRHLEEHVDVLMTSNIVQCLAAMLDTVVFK
STEP block = blocks human striatal-enriched tyrosine phosphatase; P54829; recombinant STEP, OMFP fluorogenic substrate, fluorescence; inhibition, % at 20 µM; 0.25% of 360,000 active; AID 588621;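 active = inhibition at 20 µM, scaled per plate between control wells, above about 37%, limit read from the data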;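 also: 0% = DMSO with enzyme and substrate and 100% = substrate only without enzyme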
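material = STEP tyrosine phosphatase | reagent = fluorogenic phosphatase substrate OMFP at 25 µM final | doses = single compound dose of 20 µM, 1% DMSO final | schedule = 20 min reaction, room temperature, in the dark | measured by = fluorescence, 480/540 nm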
* marks the source's active call; other numbers are inactive results; i = inactive; . = not tested or not shown.

Scp-1 inhibitor | LMPTP block | CSN inh | DNMT1 block | NadD inh | Rpn11 block | SUMO1-SIM PPI | Tb MetRS inh | SMILES | STEP block | MsrA inh
-7 | 2.2 | 7 | -1 | 5 | i | -1 | 0.2 | C[C@@H]1CC[C@]2(C(=O)O)CC[C@]3(C)C(=CCC4[C@]56CC[C@@](O)(OC5)C(C)(C)C6CC[C@]43C)C2[C@H]1C (some centres not stated) | 1 | .
-10 | 0.1 | 0 | 1 | -3 | i | -2 | 0.3 | O=C(CSc1ccccc1)Nc1cccc(NC(=O)c2ccco2)c1 | -2 | 2.5
-7 | 1.0 | 8 | -3 | -4 | i | -8 | -0.1 | CNC(=O)c1c(NC(=O)c2ccc(S(=O)(=O)N3CC(C)OC(C)C3)cc2)sc2c1CCN(C(C)C)C2 (configuration not stated) | 3 | -0.6
-6 | 0.5 | 0 | 1 | -6 | i | -43 | 0.2 | CCN(CC)CCNC(=O)c1ccc(NC(=O)c2ccc(Cl)c(S(=O)(=O)N3CCCCCC3)c2)cc1 | -5 | -0.6
-6 | -0.8 | -5 | 1 | 1 | i | 0 | -1.2 | CCC1=NN(C(=O)c2ccccc2Br)C(O)(c2ccc(Br)cc2)C1 (configuration not stated) | -3 | -0.3
-10 | 0.1 | 0 | 0 | 1 | i | 6 | -0.1 | COc1ccc(N2C(=NC(=O)C3CCCCC3)SC3CS(=O)(=O)CC32)cc1Cl (configuration not stated) | -3 | -0.4
2 | -0.2 | 4 | 9 | 2 | i | 4 | -0.8 | O=C(COC(=O)c1ccco1)NCCNC(=O)COC(=O)c1ccco1 | -2 | 0.8
-12 | -2.4 | 4 | 1 | -12 | i | 1 | -0.8 | COC(=O)c1cc(NC(=O)c2cc3ccccc3o2)cc(C(=O)OC)c1 | 1 | -0.5
3 | 0.4 | 16 | 6 | -3 | i | 0 | -0.4 | CS(=O)(=O)c1ccc(C(=O)OCC(=O)NC23CC4CC(CC(C4)C2)C3)cc1[N+](=O)[O-] | 0 | -1.4
-20 | 3.6 | -8 | 2 | 3 | i | -4 | -1.5 | CSc1ccccc1-c1nnc(-c2ccc(Cl)c(Cl)c2)o1 | 2 | 1.0
7 | -0.2 | -3 | -5 | -2 | i | 0 | 1.5 | COC(=O)c1c(-c2ccc(C)cc2)csc1N | 2 | -1.1
-9 | 0.5 | 5 | -3 | -2 | i | -21 | -0.1 | COc1ccc(NC(=S)NC(NC(C)=O)C(Cl)(Cl)Cl)c([N+](=O)[O-])c1 (configuration not stated) | -1 | 0.5
-2 | -1.7 | 5 | 1 | 4 | i | 4 | 0.1 | CC12CCC(=O)N1C(C(=O)NCCc1ccc(S(N)(=O)=O)cc1)CS2 (configuration not stated) | -1 | 0.8
-4 | -0.7 | -1 | -1 | 2 | i | 9 | 0.0 | COc1ccc(C(OC(=O)c2ccco2)C(=O)NC2CCCC2)cc1OC (configuration not stated) | -2 | -0.4
-3 | 0.3 | -14 | 3 | -5 | i | -3 | -0.3 | CC(C)CC(NC(=O)c1ccc(C#CC(C)(C)O)s1)C(=O)O (configuration not stated) | -1 | 0.7
-12 | -0.5 | -3 | 0 | -5 | i | 5 | -0.4 | Cc1nn(Cc2noc(C(=O)NCc3ccccn3)n2)c(C)c1Br | -4 | -1.2
. | 7.8 | 19 | . | 6 | . | 2 | -1.0 | Cc1ccn2c(NC3CCCCC3)c(-c3ccc(SC4CCCCC4)cc3)nc2c1 | . | -0.1
-15 | 1.0 | 3 | 0 | -1 | i | 2 | 0.2 | CC(=O)C(Cc1ccccc1)NC(=O)COC(=O)c1ccc(-n2cnnn2)cc1 (configuration not stated) | -2 | 0.5
-17 | 1.2 | 1 | 0 | -1 | i | 2 | -0.3 | CCCn1c(SCC(=O)Nc2cccc(S(=O)(=O)N(C)C)c2)nc2ccccc2c1=O | 1 | 0.9
-5 | 0.1 | -1 | 8 | -10 | i | 1 | -0.5 | COCCCN1CCN(C2Cc3ccccc3Sc3ccc(Cl)cc32)CC1 (configuration not stated) | 0 | 0.7
-5 | -3.0 | -1 | -2 | -9 | i | -1 | 0.1 | COc1ccc(OC)c(NC(=O)CCN2CCN(C)CC2)c1 | 1 | -0.5
-4 | 0.1 | -4 | -2 | -1 | i | 8 | -0.4 | O=C(Nc1c(-c2ccc(F)cc2)nc2ccccn12)c1ccc(F)cc1 | 2 | -1.9
80* | 11 | 1 | 1 | 14 | i | 19 | -0.4 | Cc1cc(C(=O)Nc2ccccc2C(=O)O)ccc1NC(=O)COc1ccccc1Cl | 22 | 1.0
2 | -0.8 | -1 | 1 | 0 | i | 3 | -0.4 | CN(C(=O)Cn1nc(Cl)ccc1=O)C1CCCN(Cc2ccccc2F)C1 (configuration not stated) | -2 | 0.5
-6 | -0.5 | 0 | 1 | 3 | i | -5 | -0.5 | CCOc1ccc(OCC(=O)OCC(=O)Nc2ccc3[nH]c(=O)[nH]c3c2)cc1 | 0 | -1.1
. | 2.3 | -1 | -1 | 1 | i | 7 | -0.1 | CCOC(=O)C(C(=O)c1ccccc1)C(c1ccccc1)c1nccc2ccccc12 (configuration not stated) | 1 | 0.2
-9 | 2.1 | -3 | -6 | -1 | i | 4 | 0.0 | N#Cc1cccc(NC(=O)c2nc(-c3ccccc3)n(-c3ccccc3)n2)c1 | -1 | -0.6
-13 | -1.2 | -3 | -2 | -4 | i | -2 | -0.1 | Cc1ccccc1NS(=O)(=O)c1ccc(C(=O)N(C)CC(=O)Nc2ccccc2Br)cc1 | -2 | -0.1
-7 | -0.1 | 0 | 6 | -1 | i | 3 | 0.3 | O=C1CCN(Cc2ccccc2)C(=O)N1 | -2 | 0.1
-5 | -0.8 | 1 | 4 | -3 | i | 2 | -0.2 | CC(OC(=O)c1ccc(-n2cnnn2)cc1)C(=O)Nc1ccccc1F (configuration not stated) | 0 | 1.9
4 | 9.1 | 4 | -3 | 19 | i | -1 | -1.3 | O=C(Cc1csc(Nc2nc(=S)[nH]c3ccccc23)n1)NCCCN1CCN(c2ccccc2F)CC1 | 8 | 1.9
0 | -0.3 | -6 | 5 | -8 | i | -8 | 0.3 | CCCn1nc2cc(C(=O)NCCCCc3ccccc3)ccc2c1OCC | 0 | -1.2
-2 | -0.8 | 0 | 3 | -5 | i | 4 | -0.6 | CC1CCN(S(=O)(=O)c2ccc(C(=O)N3CCCCC3C(=O)O)cc2)CC1 (configuration not stated) | 0 | 0.0
6 | -3.9 | -5 | 7 | -4 | i | -13 | -1.4 | CN(C)CCCNC(=O)/C=C/c1ccc(OCc2c(F)cccc2Cl)cc1 | -1 | -1.5
-7 | 0.2 | -3 | 0 | -6 | i | -5 | 0.1 | COc1cccc(/C=C/C(=O)Nc2ccccc2N2CCOCC2)c1 | 0 | 1.2
0 | -0.9 | 0 | 3 | -2 | i | 1 | -0.6 | CCN(Cc1ccccc1)S(=O)(=O)c1c[nH]c(C(=O)OC)c1 | 0 | 0.5
32 | 72* | 72* | 21 | 17 | . | -124 | -0.8 | CCN1/C(=C/c2ccc3cc(C)ccc3[n+]2CC)Sc2ccccc21 | 11 | -0.3
-7 | -0.6 | -4 | 3 | -3 | i | 7 | 0.5 | CCN(CC(=O)Nc1ccc2c(c1)OCCO2)C(=O)COc1ccc(C)cc1 | 5 | -1.6
-5 | -0.8 | -3 | 2 | 1 | i | 5 | 0.2 | Cc1nc(SCC(=O)N2CCCCC2)c2c(C)c(C)sc2n1 | 2 | -1.1
-4 | 1.1 | 3 | -2 | -8 | i | 0 | -0.1 | CN(C(=O)CSc1nc2ccc([N+](=O)[O-])cc2s1)C1CCS(=O)(=O)C1 (configuration not stated) | -1 | 2.9

Shown with the structure last: seven of the compounds above
| Scp-1 inhibitor | LMPTP block | CSN inh | DNMT1 block | NadD inh | Rpn11 block | SUMO1-SIM PPI | Tb MetRS inh | STEP block | MsrA inh | compound |
| --- | --- | --- | --- | --- | --- | --- | --- | --- | --- | --- |
| 4 | 9.1 | 4 | -3 | 19 | i | -1 | -1.3 | 8 | 1.9 | O=C(Cc1csc(Nc2nc(=S)[nH]c3ccccc23)n1)NCCCN1CCN(c2ccccc2F)CC1 |
| 0 | -0.3 | -6 | 5 | -8 | i | -8 | 0.3 | 0 | -1.2 | CCCn1nc2cc(C(=O)NCCCCc3ccccc3)ccc2c1OCC |
| -2 | -0.8 | 0 | 3 | -5 | i | 4 | -0.6 | 0 | 0.0 | CC1CCN(S(=O)(=O)c2ccc(C(=O)N3CCCCC3C(=O)O)cc2)CC1 (configuration not stated) |
| 6 | -3.9 | -5 | 7 | -4 | i | -13 | -1.4 | -1 | -1.5 | CN(C)CCCNC(=O)/C=C/c1ccc(OCc2c(F)cccc2Cl)cc1 |
| -7 | 0.2 | -3 | 0 | -6 | i | -5 | 0.1 | 0 | 1.2 | COc1cccc(/C=C/C(=O)Nc2ccccc2N2CCOCC2)c1 |
| 0 | -0.9 | 0 | 3 | -2 | i | 1 | -0.6 | 0 | 0.5 | CCN(Cc1ccccc1)S(=O)(=O)c1c[nH]c(C(=O)OC)c1 |
| 32 | 72* | 72* | 21 | 17 | . | -124 | -0.8 | 11 | -0.3 | CCN1/C(=C/c2ccc3cc(C)ccc3[n+]2CC)Sc2ccccc21 |

Screens from PubChem BioAssay.
